GPR151 ag = activators of human GPR151; actives 1% (n = 650,000); Q8TDV0; AID 1508602; PathHunter beta-arrestin GPR151 cells, luminescence; activation, % at 11.2 µM; in the data active means activation above about 4.9%;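 further: 0% = median of compound wells and 100% = cells with positive control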
TEAD-YAP inh = TEAD-YAP interaction inhibition; actives 1.4% (n = 640,000); HEK-TIYL cells, TEAD-Gal4/YAP UAS-luciferase luminescence; inhibition, % at 9.12 µM; AID 1259422; in the data active means inhibition above about 32%;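 further: 0% = median of test compound wells and 100% = reference inhibitor wells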
FBW7 act = activators of human E3 ligase FBW7; AlphaScreen FBW7–phospho-cyclin E peptide binding, activator screen; actives 0.13% (n = 650,000); normalized activity (activation), % at 26.1 µM; Q969H0; in the data active means normalized activity above about 1.9%;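 further: purified mutant Fbw7 with reduced substrate affinity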
Target sequence (Q969H0 whole entry, looked up): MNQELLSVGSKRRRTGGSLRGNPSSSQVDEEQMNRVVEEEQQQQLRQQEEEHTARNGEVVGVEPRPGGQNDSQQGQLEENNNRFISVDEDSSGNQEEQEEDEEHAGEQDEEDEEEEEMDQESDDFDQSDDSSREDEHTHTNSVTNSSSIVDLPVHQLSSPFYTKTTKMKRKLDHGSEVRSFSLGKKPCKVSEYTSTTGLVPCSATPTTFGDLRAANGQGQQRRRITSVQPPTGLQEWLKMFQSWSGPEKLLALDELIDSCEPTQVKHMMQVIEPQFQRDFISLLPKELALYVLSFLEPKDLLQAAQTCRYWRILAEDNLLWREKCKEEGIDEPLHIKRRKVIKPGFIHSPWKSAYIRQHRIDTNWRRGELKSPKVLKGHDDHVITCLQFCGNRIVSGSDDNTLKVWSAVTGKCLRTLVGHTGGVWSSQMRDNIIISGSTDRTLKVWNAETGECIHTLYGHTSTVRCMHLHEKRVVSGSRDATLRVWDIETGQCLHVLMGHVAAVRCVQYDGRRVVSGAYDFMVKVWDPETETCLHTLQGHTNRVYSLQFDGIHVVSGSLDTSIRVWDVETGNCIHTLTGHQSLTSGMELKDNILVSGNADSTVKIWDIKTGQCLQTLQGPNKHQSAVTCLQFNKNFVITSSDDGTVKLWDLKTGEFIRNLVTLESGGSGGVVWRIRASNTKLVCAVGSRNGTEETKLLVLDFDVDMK
MITF inh = human MITF inhibition, primary screen. AlphaScreen MITF homodimerization, bead proximity signal. inhibition, % at 2.6 µM. actives 0.91% (n = 650,000). O75030; in the data active means inhibition above about 50%;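 further: 0% = vehicle wells with protein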
Active calls of the source: *; & = joins results of further samples.

Results for C[N+]1(CCCCC[N+]2(C)CCCC2)CCCC1 ?
GPR151 ag: -1.1&-1.1&-1.4; TEAD-YAP inh: 8&10; FBW7 act: 0.0&-0.1&0.0; MITF inh: 26&17&40

Results for N#CC(C#N)=C(N)/C(C#N)=C/c1ccc(-c2ccc(C(N)=O)cc2)o1 ?
GPR151 ag: -1.6; TEAD-YAP inh: -3; FBW7 act: -0.2; MITF inh: -50

How did Cc1ccc(N=C2NC(=O)CC(C(=O)Nc3cccc(C(F)(F)F)c3)S2)cc1 (configuration not stated) do in these assays?
GPR151 ag: 0.3; TEAD-YAP inh: -2; FBW7 act: 0.7; MITF inh: 3

What do the screens show for `COc1ccc2c(C)nc(/N=C(N)/N=C(\C)c3ccccc3C(=O)O)nc2c1`?
GPR151 ag: -0.6; TEAD-YAP inh: 15; FBW7 act: 0.7; MITF inh: 2

How did COc1ccc(CNC(=O)CN(C(=O)c2csnn2)c2ccc(F)cc2)cc1 do in these assays?
GPR151 ag: -0.6; TEAD-YAP inh: 3; FBW7 act: 0.0; MITF inh: 0

What do the screens show for `Cc1ccc(CN2CCc3c(nc(N4CCCCC4)[nH]c3=O)C2)s1`?
GPR151 ag: 0.9; TEAD-YAP inh: 5; FBW7 act: -0.1; MITF inh: 8

Results for O=C(NCc1ccc(Cl)cc1)c1cc(-c2ccc(O)cc2)on1 ?
GPR151 ag: 0.0; TEAD-YAP inh: 1; FBW7 act: 0.2; MITF inh: 5

Results for N=c1n(Cc2ccccc2)c2ccccc2n1CC(O)c1ccc(Br)cc1 (configuration not stated) ?
GPR151 ag: 0.4; TEAD-YAP inh: 0; FBW7 act: -0.1; MITF inh: 0

What do the screens show for `COc1ccc(NC(=O)CCCn2c(=S)[nH]c3ccccc3c2=O)cc1Cl`?
GPR151 ag: -0.3; TEAD-YAP inh: -9; FBW7 act: 0.9; MITF inh: 5

How did COc1cc(C(=O)N2CCCc3ccccc32)cc(OC)c1OC do in these assays?
GPR151 ag: 0.6; TEAD-YAP inh: -1; FBW7 act: -0.2; MITF inh: 10

Results for Cc1n[nH]c(C)c1CCC(=O)N/N=C/c1ccc(F)cc1 ?
GPR151 ag: 0.6; TEAD-YAP inh: 1; FBW7 act: 0.0; MITF inh: 8

How did CC(C)[C@H](NC(=O)c1ccco1)C(=O)OCC(=O)Nc1cc(C(F)(F)F)ccc1Cl do in these assays?
GPR151 ag: 0.7; TEAD-YAP inh: 5; FBW7 act: 0.0; MITF inh: -1

What do the screens show for `CCOC(=O)C1=C(C)N=c2s/c(=C\c3cccc(O)c3)c(=O)n2C1c1ccccc1` (configuration not stated)?
GPR151 ag: -0.8; TEAD-YAP inh: 9; FBW7 act: -0.2; MITF inh: -5

How did CCOC(=O)C1(Cc2cccc(OC)c2)CCN(C2CCOCC2)CC1 do in these assays?
GPR151 ag: -0.7; TEAD-YAP inh: -4; FBW7 act: 0.2; MITF inh: 0

Results for O=C(Cc1ccc(Br)cc1)Nc1nnc(C(F)(F)F)s1 ?
GPR151 ag: 1.3; TEAD-YAP inh: 7; FBW7 act: -0.1; MITF inh: -8

Structures from the list above that contain sulfur (6):
How did Cc1ccc(N=C2NC(=O)CC(C(=O)Nc3cccc(C(F)(F)F)c3)S2)cc1 (configuration not stated) do in these assays?
GPR151 ag: 0.3; TEAD-YAP inh: -2; FBW7 act: 0.7; MITF inh: 3

How did COc1ccc(CNC(=O)CN(C(=O)c2csnn2)c2ccc(F)cc2)cc1 do in these assays?
GPR151 ag: -0.6; TEAD-YAP inh: 3; FBW7 act: 0.0; MITF inh: 0

What do the screens show for `Cc1ccc(CN2CCc3c(nc(N4CCCCC4)[nH]c3=O)C2)s1`?
GPR151 ag: 0.9; TEAD-YAP inh: 5; FBW7 act: -0.1; MITF inh: 8

What do the screens show for `COc1ccc(NC(=O)CCCn2c(=S)[nH]c3ccccc3c2=O)cc1Cl`?
GPR151 ag: -0.3; TEAD-YAP inh: -9; FBW7 act: 0.9; MITF inh: 5

What do the screens show for `CCOC(=O)C1=C(C)N=c2s/c(=C\c3cccc(O)c3)c(=O)n2C1c1ccccc1` (configuration not stated)?
GPR151 ag: -0.8; TEAD-YAP inh: 9; FBW7 act: -0.2; MITF inh: -5

Results for O=C(Cc1ccc(Br)cc1)Nc1nnc(C(F)(F)F)s1 ?
GPR151 ag: 1.3; TEAD-YAP inh: 7; FBW7 act: -0.1; MITF inh: -8

Later entries
Results for O=C1OC(c2ccc([N+](=O)[O-])cc2)=N/C1=C\c1ccc2c(c1)OCO2 ?
GPR151 ag: 2.9; TEAD-YAP inh: -4; FBW7 act: -0.1; MITF inh: 2

How did COc1ccccc1-c1cnc2c(Nc3ccccc3)nccn12 do in these assays?
GPR151 ag: -2.5; TEAD-YAP inh: 0; FBW7 act: 0.2; MITF inh: 12

How did O=C(NCCCNc1ccc([N+](=O)[O-])cc1)c1ccc(F)cc1 do in these assays?
GPR151 ag: 5.7*; TEAD-YAP inh: 8; FBW7 act: 0.0; MITF inh: -16

What do the screens show for `COc1ccc(-c2noc(Nc3cccc(C(F)(F)F)c3)n2)cc1`?
GPR151 ag: -1.1; TEAD-YAP inh: -20; FBW7 act: 0.1; MITF inh: 0

Results for COc1ccc(C(=O)C(C)[n+]2ccccc2-c2ccccn2)cc1 (configuration not stated) ?
GPR151 ag: 0.6; TEAD-YAP inh: 5; FBW7 act: 0.1; MITF inh: 6

Results for Cc1ncoc1C(=O)N1CCCC(N(C)CCc2ccccc2)C1 (configuration not stated) ?
GPR151 ag: -0.1; TEAD-YAP inh: -16; FBW7 act: -0.1; MITF inh: 0

How did COc1ccc(-c2nc3ccc(C(=O)NCCOc4ccccc4)cc3s2)cn1 do in these assays?
GPR151 ag: 0.4; TEAD-YAP inh: -27; FBW7 act: 0.1; MITF inh: -3

Results for Cc1ccc(NC(=O)C(C)C2Sc3ccccc3NC2=O)c(C)c1 (configuration not stated) ?
GPR151 ag: -0.8; TEAD-YAP inh: 0; FBW7 act: 1.0; MITF inh: 9

How did COc1cc2c(C#N)c(N3CCc4ccccc4C3)nc(N)c2c(N)n1 do in these assays?
GPR151 ag: -1.3; TEAD-YAP inh: -18; FBW7 act: 0.8; MITF inh: 11

What do the screens show for `CCc1cccc(CC)c1NC(=O)c1cc(S(=O)(=O)NCc2ccc(F)cc2)ccc1F`?
GPR151 ag: 0.5; TEAD-YAP inh: -13; FBW7 act: 0.8; MITF inh: 11

Results for O=C(Nc1cccc(-c2nc3ccccc3o2)c1)c1ccc(S(=O)(=O)N2CCOCC2)cc1 ?
GPR151 ag: 0.9; TEAD-YAP inh: 3; FBW7 act: -0.1; MITF inh: 0

Results for CCC(=O)N1c2ccccc2NC2=C(C(=O)CC(c3cccc([N+](=O)[O-])c3)C2)C1c1ccc(OC)cc1 (configuration not stated) ?
GPR151 ag: -0.6; TEAD-YAP inh: 6; FBW7 act: -0.2; MITF inh: 8

What do the screens show for `CN=C(N)NCCCC(N)C(=O)O` (configuration not stated)?
GPR151 ag: 0.0; TEAD-YAP inh: 7; FBW7 act: 0.3; MITF inh: 21

Results for O=C(COc1ccccc1N1C(=O)C2C3C=CC(C4CC34)C2C1=O)c1ccc(Cl)cc1 (configuration not stated) ?
GPR151 ag: -1.9; TEAD-YAP inh: 4; FBW7 act: 0.0; MITF inh: 14

Results for CSc1ncc(CN2CCC(n3nccc3NC(=O)C3CCCC3)CC2)cn1 ?
GPR151 ag: 1.5; TEAD-YAP inh: 12; FBW7 act: 0.0; MITF inh: 10

What do the screens show for `CCOC(=O)C1(CC2CCCCO2)CCN(Cc2cccnc2)CC1` (configuration not stated)?
GPR151 ag: -0.9; TEAD-YAP inh: -5; FBW7 act: 0.1; MITF inh: -1

What do the screens show for `O=C(Nc1ccc(Nc2ccccc2)cc1)c1scc2c1CCCC2`?
GPR151 ag: -1.5; TEAD-YAP inh: -62; FBW7 act: 0.2; MITF inh: 18

How did CCOC(=O)c1c(NC(=O)CSc2nc3nc(C)cc(C)n3n2)sc(CC)c1C do in these assays?
GPR151 ag: -0.6; TEAD-YAP inh: 0; FBW7 act: 0.1; MITF inh: 15

How did O=C(/C=C/c1ccc([N+](=O)[O-])o1)c1ccc(I)cc1 do in these assays?
GPR151 ag: 1.9; TEAD-YAP inh: -6; FBW7 act: 0.0; MITF inh: 40

Results for CC(=O)Nc1ccccc1NC(=O)C(C)Sc1ccc(C)cc1 (configuration not stated) ?
GPR151 ag: -0.7; TEAD-YAP inh: 6; FBW7 act: -0.2; MITF inh: -20

Results for Cc1cccnc1N(C(=O)Nc1ccccc1)C1=NCC(C)(C)S1 ?
GPR151 ag: -0.8; TEAD-YAP inh: -27; FBW7 act: -0.4; MITF inh: 6

Results for CSc1cccc(NC(=O)CSc2nc(C)cc(C)n2)c1 ?
GPR151 ag: -1.8; TEAD-YAP inh: -11; FBW7 act: 0.3; MITF inh: -18

Results for CCOCCn1cnc2sc(C(=O)Nc3ccc(Cl)cn3)c(C)c2c1=O ?
GPR151 ag: -0.9; TEAD-YAP inh: -3; FBW7 act: -0.2; MITF inh: 0

How did COc1ccc(/C=C/C(=O)Nc2ccc([N+](=O)[O-])cc2C)cc1OC do in these assays?
GPR151 ag: -2.0; TEAD-YAP inh: -5; FBW7 act: 0.6; MITF inh: 4

Results for CCC(=Nc1ccc(OC)cc1)C1=C(O)CC(C)(C)CC1=O ?
GPR151 ag: -0.8; TEAD-YAP inh: 11; FBW7 act: 1.0; MITF inh: -11

Results for CC1=C(C(=O)OCc2ccccc2)C(c2ccoc2)C(C#N)=C(N)O1 (configuration not stated) ?
GPR151 ag: 0.1; TEAD-YAP inh: 5; FBW7 act: 0.4; MITF inh: 14

How did COc1cc2ccccc2cc1C(=O)Nc1nccs1 do in these assays?
GPR151 ag: -1.6; TEAD-YAP inh: -42; FBW7 act: 0.3; MITF inh: 13

What do the screens show for `COCCn1nnnc1C(c1cccnc1)N1CCN(c2ccccc2OC)CC1` (configuration not stated)?
GPR151 ag: 0.4; TEAD-YAP inh: -2; FBW7 act: 0.0; MITF inh: -7

Results for COc1ccc(OC)c(C2NC(=S)NC(C)=C2C(=O)OC2CCCC2C)c1 (configuration not stated) ?
GPR151 ag: 0.9; TEAD-YAP inh: -5; FBW7 act: -0.1; MITF inh: 8

Results for O=C(CCc1nnc(-c2ccsc2)o1)N1CCCCC1CCc1ccccn1 (configuration not stated) ?
GPR151 ag: 6.5*; TEAD-YAP inh: -21; FBW7 act: 0.0; MITF inh: 11

Results for CNC(=O)c1c(NC(=O)c2ccc(OC(C)C)cc2)sc(C)c1C ?
GPR151 ag: -0.3; TEAD-YAP inh: 12; FBW7 act: 0.5; MITF inh: -1

What do the screens show for `Cc1cc(C)cc(NC(=O)C2CC23CCN(C(=O)CCn2c(C)nc4ccccc42)CC3)c1` (configuration not stated)?
GPR151 ag: -1.6; TEAD-YAP inh: -4; FBW7 act: -0.1; MITF inh: 18

How did Cc1cc(C)cc(NC(=S)N(CCCN2CCN(C)CC2)Cc2cccs2)c1 do in these assays?
GPR151 ag: 4.2; TEAD-YAP inh: 9; FBW7 act: -0.3; MITF inh: 1

Results for CCOC(=O)c1cnn(C(=O)c2ccccc2)c1N ?
GPR151 ag: 2.7; TEAD-YAP inh: -2; FBW7 act: -0.2; MITF inh: -1

Results for COc1ccc(-n2c(=O)c3ccccc3n(CC(=O)NC3CCCCC3)c2=O)cc1OC ?
GPR151 ag: -0.9; TEAD-YAP inh: -3; FBW7 act: 0.3; MITF inh: 1

How did CCN1CCCC1CNC(=O)Cn1ncc2c(C)n(Cc3ccc(F)cc3)c(C)c2c1=O (configuration not stated) do in these assays?
GPR151 ag: -2.0; TEAD-YAP inh: -9; FBW7 act: -0.3; MITF inh: 3

Results for COc1cc(/C=N/NC(=O)C(=O)Nc2ccc(Br)cc2)ccc1O ?
GPR151 ag: 3.2; TEAD-YAP inh: 15; FBW7 act: -0.1; MITF inh: 0

What do the screens show for `Cc1cc2ccccc2c(=O)n1N`?
GPR151 ag: -0.7; TEAD-YAP inh: 12; FBW7 act: -0.2; MITF inh: -3

What do the screens show for `CC(=O)c1cc(C#N)c(SCc2ccccn2)nc1C`?
GPR151 ag: -0.9; TEAD-YAP inh: -56; FBW7 act: 0.0; MITF inh: 13

Results for O=C(O)C(Cc1c[nH]c2ccccc12)NC(=S)NC1CCCCC1 (configuration not stated) ?
GPR151 ag: -0.7; TEAD-YAP inh: 3; FBW7 act: 0.2; MITF inh: 11

Results for CCOC(=O)CNC(=O)C(Cc1ccccc1)NC(=O)OCc1ccccc1 (configuration not stated) ?
GPR151 ag: 0.4; TEAD-YAP inh: 4; FBW7 act: -0.1; MITF inh: -5

Results for CCOC(=O)CCN(Cc1ccc(Cl)cc1)S(=O)(=O)c1ccc([N+](=O)[O-])cc1 ?
GPR151 ag: 1.6; TEAD-YAP inh: 7; FBW7 act: -0.2; MITF inh: 3

How did Cc1cccc(N2CCN(C(=O)c3ccc(S(=O)(=O)Cc4cccc(F)c4)c([N+](=O)[O-])c3)CC2)c1C do in these assays?
GPR151 ag: -0.4; TEAD-YAP inh: 0; FBW7 act: 0.0; MITF inh: -2

Results for O=C(CN1CCN(c2ccccc2O)CC1)Nc1ccc(N2CCOCC2)cc1 ?
GPR151 ag: 0.9; TEAD-YAP inh: 0; FBW7 act: 0.2; MITF inh: 20

How did Cc1ccc2nc(CN3CCN(c4ccccc4F)CC3)nc(N)c2c1 do in these assays?
GPR151 ag: 1.3; TEAD-YAP inh: -1; FBW7 act: -0.1; MITF inh: 6

Compound activity (PubChem BioAssay)

Rows are unselected; about 3.4% have a hit in one of these screens.
